Vif-APOBEC3F blk: Vif-A3F binding inhibition | HeLa A3F-eYFP + Vif (tagged APOBEC3F with the HIV-1 protein that degrades it), YFP fluorescence increase | Potency, µM (titrated, usually from 46.1 µM), without a hit: top-dose activity, negative = active | hit rate 0.2% among 390,000 | AID 602313; note: potency is the fitted concentration of half-maximal effect; % of control where 0% means no effect; nearly all actives have a fitted effect of over 65% in size
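HeLa cells stably expressing Vif plus C-terminally eYFP-tagged A3F were seeded, incubated overnight at 37 deg C, dosed with compound, incubated overnight again at 37 deg C. Yellow fluorescence (Ex 488/Em 500-530) reported blocked Vif-mediated A3F-eYFP degradation.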
Vif-APOBEC3G blk: inhibitors of Vif-APOBEC3G interaction; Potency, µM (titrated, usually from 46.1 µM), for inactives: top-dose activity, negative = active, actives largely listed as inhibitors; HeLa A3G-eYFP + Vif (tagged APOBEC3G with the HIV-1 protein that degrades it), YFP fluorescence, overnight; Q9HC16; AID 602310; hit rate 0.076% among 410,000;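 note: potency is the fitted concentration of half-maximal effect; % is set by controls: 0 for no effect and ±100 for the full control effect; nearly all actives have a fitted effect of over 60% in size; hits raise eYFP signal because A3G escapes Vif-driven loss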
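HeLa cells stably expressing Vif and C-terminally eYFP-tagged A3G, seeded overnight at 37 deg C, then exposed to compound by pintool overnight at 37 deg C. Rise in yellow fluorescence (Ex 488/Em 500-530, Acumen) marks blocked Vif-driven A3G degradation.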
LDHA inh: inhibitors of human lactate dehydrogenase A | purified LDHA, NADH/diaphorase-resazurin fluorescence; active compounds read low | activity change, % (values are at about 110 or 230 µM) | hit rate 0.15% among 480,000; in the data active = activity change below about -30%; inconclusive = mostly about -25% to -30%;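 note: plate controls were DMSO wells for no effect and wells without enzyme for full effect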
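Human LDH5 at 2 nM final in Tris HCl pH 7.4 with 0.06 mM NADH and 0.2 mM pyruvate, reacted 5 minutes at room temperature. Remaining NADH coupled via diaphorase/resazurin; resorufin fluorescence read at 0 and 20 minutes, normalized to enzyme-free and DMSO wells.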
mIDH1 inhibitor: human IDH1 R132H inhibition; O75874; IDH1-R132H enzyme, NADPH consumption, diaphorase/resazurin fluorescence; Potency, µM (top dose mostly 76.6 µM), inactives show top-dose activity change, negative = inhibition, hits mostly inhibitors; hit rate 0.093% among 390,000; AID 602179; note: potency is the fitted concentration of half-maximal effect; % is set by controls: 0 for no effect and ±100 for the full control effect; nearly all actives have a fitted effect of over 65% in size
Target sequence (O75874 whole entry R132H, stated change not applied): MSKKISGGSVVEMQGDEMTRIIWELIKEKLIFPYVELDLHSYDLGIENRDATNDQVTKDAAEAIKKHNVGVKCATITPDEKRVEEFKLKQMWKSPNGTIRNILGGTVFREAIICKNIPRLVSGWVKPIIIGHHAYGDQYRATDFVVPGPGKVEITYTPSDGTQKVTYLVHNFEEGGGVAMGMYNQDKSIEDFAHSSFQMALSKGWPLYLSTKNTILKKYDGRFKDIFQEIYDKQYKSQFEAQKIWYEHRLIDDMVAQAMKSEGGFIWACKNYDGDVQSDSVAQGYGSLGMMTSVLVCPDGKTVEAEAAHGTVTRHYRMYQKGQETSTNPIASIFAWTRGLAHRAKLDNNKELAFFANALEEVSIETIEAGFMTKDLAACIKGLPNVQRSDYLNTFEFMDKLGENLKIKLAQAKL
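IDH1-R132H (0.5 ug/mL dispensed) in pH 7.5 Tris buffer was preincubated 30 min with compound, then given a substrate mix of 0.016 mM NADPH and 2 mM alpha-KG for 80 min at room temperature; remaining NADPH was read by diaphorase/resazurin fluorescence.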
RXFP1 agonist: activates the human relaxin receptor RXFP1; hit rate 0.3% among 370,000; Potency, µM (doses to about 57.5 µM), inactives show at the top dose activation, most hits filed as activators; Q9HBX9; HEK293T-RXFP1 cAMP TR-FRET, 30 min; response scale: percent of porcine relaxin response, buffer zero; note: potency is the fitted concentration of half-maximal effect; % is set by controls: 0 for no effect and ±100 for the full control effect; nearly all actives have a fitted effect of over 60% in size; many of its hits are not listed in these tables
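HEK293T cells stably expressing RXFP1 were pretreated with the PDE4 inhibitor Ro 20174, exposed to compounds for 30 min at 37C, lysed, and cAMP was read by TR-FRET. Data normalized to buffer (basal) and 29 nM porcine relaxin (100%).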
PI4K2A block: blocks human PI4K2A kinase activity; purified PI4K2A, ADP-Glo luminescence, 1 h; active compounds read low; activity change, negative = inhibition, % at 76.9 µM; hit rate 0.13% among 420,000; AID 1346378; in the data active = activity change below about -50%; inconclusive = mostly about -30% to -49%;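 note: -100% = wells without enzyme as full effect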
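Compounds are screened against recombinant PI4K2A using PI as substrate and ATP, the latter dispensed at 300 microM. Reactions run one hour at ambient temperature before ADP-Glo detection; full inhibition defined by wells lacking enzyme.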
TrxR1 substrate: substrates of rat thioredoxin reductase 1; Potency, µM (highest dose often 114 µM), without a hit: at the highest dose activity change, negative = substrate turnover; O89049; hit rate 0.01% among 390,000; purified TrxR1 substrate turnover, NADPH consumption readout; note: potency is the fitted concentration of half-maximal effect; % is set by controls: 0 for no effect and ±100 for the full control effect; nearly all actives have a fitted effect of over 50% in size
Target sequence (O89049 whole entry, looked up): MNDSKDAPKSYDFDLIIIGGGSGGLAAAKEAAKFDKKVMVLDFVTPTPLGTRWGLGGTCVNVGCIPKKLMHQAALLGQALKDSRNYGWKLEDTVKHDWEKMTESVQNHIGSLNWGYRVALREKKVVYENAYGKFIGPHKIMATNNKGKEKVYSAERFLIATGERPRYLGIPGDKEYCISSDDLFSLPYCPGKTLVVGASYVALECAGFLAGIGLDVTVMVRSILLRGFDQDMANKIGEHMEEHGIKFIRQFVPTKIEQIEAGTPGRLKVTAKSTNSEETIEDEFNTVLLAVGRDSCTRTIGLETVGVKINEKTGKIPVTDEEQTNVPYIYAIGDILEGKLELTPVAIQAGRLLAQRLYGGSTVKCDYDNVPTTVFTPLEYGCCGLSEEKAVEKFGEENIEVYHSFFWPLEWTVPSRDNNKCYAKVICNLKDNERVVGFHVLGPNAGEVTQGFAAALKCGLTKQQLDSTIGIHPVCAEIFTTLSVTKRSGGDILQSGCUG
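Rat TrxR1, dispensed at 90 nM, was prereduced with 400 uM NADPH (final) for 5 min at ~22 deg C, then incubated with compound 15 min before 400 uM selenite. A first-read NADPH fluorescence drop versus no-compound background flagged substrates.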
USP1-UAF1 inh: USP1/UAF1 (human) deubiquitinase inhibition; O94782; recombinant USP1/UAF1, Ub-Rhodamine cleavage fluorescence; Potency, µM (series often up to 57.1 µM), for the others: top-dose activity change, negative = inhibition, most hits filed as inhibitors; hit rate 0.23% among 390,000; note: potency is the fitted concentration of half-maximal effect; % is set by controls: 0 for no effect and ±100 for the full control effect; nearly all actives have a fitted effect of over 60% in size; inactives centre near -12
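High-throughput fluorogenic screen: 1nM USP1/UAF1 complex, Ub-Rho substrate 150nM final, 50mM HEPES pH 7.8 with 0.5mM EDTA, 0.1 mg/ml BSA, 1mM TCEP and 0.01% Tween-20.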
Glioma ERSR ind: inducers of ER stress response in human glioma cells; U87-MG GRP78 promoter luciferase reporter, 16 h; hit rate 0.02% among 420,000; Potency, µM, without a hit: top-dose activation, actives largely listed as activators; note: potency is the fitted concentration of half-maximal effect; series mostly up to about 76 µM; % of control where 0% means no effect; nearly all actives have a fitted effect of over 35% in size
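Stably transfected U87-MG glioma cells carrying a GRP78-based luciferase sensor; 16 h compound incubation. Luminescence end-point read 10 min after Bright-Glo addition at room temperature.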
Starred values were filed as active, the others as inactive; ? = inconclusive; · = no result given; & = joins results of further samples; [ ] = remark or other dose. Unless noted, calls come from the whole dose curve; as a rule, active = well fitted curve in the direction sought with a large enough effect; inconclusive = small, poorly fitted or top-dose-only effect, or another doubt; inactive = no such curve, though single readings can be large; an effect the other way counts as inactive or inconclusive. The list is partial. The share of hits here may be higher or lower than overall.

SMILES	Vif-APOBEC3F blk	Vif-APOBEC3G blk	LDHA inh	mIDH1 inhibitor	RXFP1 agonist	PI4K2A block	TrxR1 substrate	USP1-UAF1 inh	Glioma ERSR ind
COc1ccc(-c2cc(C(=O)OC(C)C(=O)Nc3c(C)n(C)n(-c4ccccc4)c3=O)c3ccccc3n2)cc1 (stereo not drawn)	-7.0%	-5.7%	-4.7	1.6%	2.8%	-0.7	9.0%	-18.4%	-0.3%
COc1cc(Cl)cc(C(=O)O)c1OCC(=O)O	-3.5%	1.3%	-7.9	14.6%	-0.4%	-0.5	0.1%[57.1 µM]	-13.3%	-6.8%
COc1cccc(C(=O)N/N=C(\C)c2ccc(NC(=O)Cc3ccccc3)cc2)c1OC	0.0%	1.3%	-1.4	0.0%	3.1%	-1.3	67.5%[activator]	-21.6%	10.2%
COc1ccc(Cl)cc1Cn1c(C)c(C(=O)NCc2cccc([N+](=O)[O-])c2)sc1=O	·	0.6%	0.6	·	·	1.1	·	·	0.7%
COc1ccc(Nc2cc(C)nc(-n3nc(C)cc3C)n2)cc1	-3.4%	-30.2%	-1.2	1.9%	2.9%	2.4	-3.9%	-7.4%	-4.8%
C/C(N)=C(/C#N)C(=O)CSc1nc2ccccc2c(=O)n1-c1ccc(C)c(Cl)c1	-25.8%	-0.7%	3.1	2.3%	1.8%	3.3	4.5%[57.1 µM]	-1.3%	-2.5%
CC(C)CC1CCCCC1OC(=O)CN1CCCCC1 (stereo not drawn)	3.0%	0.0%	-2.3	2.4%	0.1%	4.0	7.2%[57.1 µM]	-10.1%	-1.8%
Cc1ccc(CN2CCN(/N=C\C(Br)=C\c3ccccc3)CC2)cc1	-1.1%	3.6%	-1.5	-4.7%	-0.3%	-0.5	1.7%[57.1 µM]	-14.1%	-2.3%
C=CCN(Cc1nc(-c2ccccc2)no1)C(=O)c1ccco1	0.3%	3.1%	-8.2	0.4%	0.2%	-3.1	1.6%	-9.0%	4.9%
Clc1ccc(SCc2cc(N3CCOCC3)nc(-c3ccccn3)n2)cc1	?	0.0%	0.3	-6.3%	3.1%	0.1	-4.2%[57.1 µM]	-17.9%	1.5%
Cn1c(=O)c2[nH]c(Nc3ccccc3)nc2n(C)c1=O	-8.3%	0.1%	-2.3	0.4%	-2.2%	7.7	-5.4%	-18.8%	-1.9%
Cc1ccc(-n2ncc(C(=O)N3CCCCC3)c2C2CCN(C(=O)OC(C)(C)C)CC2)c(C)c1	1.6%	-4.6%	1.4	-7.2%	7.5%	-1.3	-0.2%	-17.6%	-2.4%
C/C=C(\C)C(=O)NCCN1C2=NC[C@@H](C)N2C[C@@H]1Cc1ccc(OC)cc1	-0.2%	0.3%	-1.8	12.2%	0.0%	-1.7	-2.7%	?	-5.6%
Cc1ccc(N(C(C)C(=O)O)S(=O)(=O)c2c(C)[nH]c(=O)[nH]c2=O)cc1 (stereo not drawn)	-9.5%	-7.6%	-7.4	2.9%	-1.1%	3.0	6.8%	-25.3%	-5.1%
O=C(N/N=C/c1ccccc1O)c1ccc2c(c1)OCO2	?	-5.9%	-8.2	8.1%	5.2%	-1.4	-0.3%	-11.6%	-9.6%
CCc1nnc(NC(=O)c2n[nH]c(=O)c3ccccc23)s1	7.2%	-10.4%	0.0	6.5%	2.5%	-0.3	8.6%	-22.1%	-3.6%
COc1cc(C(=O)N2CCCCC2c2cc(C(=O)NC(C)C)no2)cc(OC)c1C (stereo not drawn)	·	-0.4%	-7.0	·	·	2.3	·	·	4.1%
Cc1ccc(Nc2nnc(SCC(=O)NCCN3C(=O)CSC3=O)s2)cc1	-8.0%	-2.9%	0.2	0.4%	-1.2%	-2.4	4.1%	-20.8%	11.6%
CC(C(=O)NC(=O)NC1CCCCC1)N1CCN(c2ccc(O)cc2)CC1 (stereo not drawn)	4.6%	-1.6%	32.5	4.5%	1.8%	-3.3	-9.8%	1.9%	-0.3%
O=C(Cn1nnc(-c2ccccc2F)n1)Nc1ccc2c(c1)OCCO2	0.5%	-1.6%	-3.2	-1.8%	1.1%	0.6	1.6%[57.1 µM]	-15.2%	4.7%
CCCCCCN[C@H]1CCC2C3CC=C4C[C@@H](O)CC[C@]4(C)C3CC[C@@]21C (stereo partly drawn)	-0.2%	7.6%	-8.9	-4.7%	·	-2.2	-9.7%	-0.9%	-3.9%
COc1ccc(S(=O)(=O)N2CCCCC2)cc1NC(=O)CN1C(=O)NC(C)(C2CC2)C1=O (stereo not drawn)	-1.5%	-0.4%	-2.6	0.1%	-2.5%	-1.4	-8.0%	-11.0%	-4.4%
CCCCOC(=O)Nc1ccc(S(=O)(=O)Nc2ccc([N+](=O)[O-])cc2)cc1	2.1%	-5.7%	2.3	-0.2%	-0.4%	-4.8	-7.7%	-21.3%	-4.6%
CC1CCCC(NC(=O)COC(=O)Cc2ccsc2)C1C (stereo not drawn)	2.7%	0.2%	-1.3	-3.0%	-1.0%	2.8	-0.2%	-18.0%	-1.5%
CCCc1[nH]nc2c1C(c1ccccc1OC)C(C#N)=C(N)O2 (stereo not drawn)	0.1%	-12.4%	4.4&1.8	4.6%	1.0%	1.6	-10.7%	-6.5%	-0.4%

The list continues:
SMILES	Vif-APOBEC3F blk	Vif-APOBEC3G blk	LDHA inh	mIDH1 inhibitor	RXFP1 agonist	PI4K2A block	TrxR1 substrate	USP1-UAF1 inh	Glioma ERSR ind
COc1ccc(C(=O)N/C(=C\c2ccccc2)C(=O)N2CCOCC2)cc1	-4.3%	-4.8%	0.4	2.2%	-1.5%	-1.3	-7.5%	-16.2%	-3.9%
O=C(CSCc1ccccc1)N/N=C/c1cc2c(cc1Br)OCO2	3.8%	-3.7%	-1.6	0.4%	-1.6%	-6.3	11.6%	-9.7%	-2.7%
COc1ccc(CCNC(=O)CN(c2cc(C(F)(F)F)ccc2Cl)S(C)(=O)=O)cc1	2.9%	0.4%	-8.4	8.1%	3.3%	-4.0	11.1%	-21.1%	-1.8%
CCCC(CCC(=O)Nc1ccc(S(N)(=O)=O)cc1)C(=O)O (stereo not drawn)	1.0%	0.0%	-3.2	3.2%	-0.3%	1.0	2.8%	-12.9%	-6.0%
COc1ccc(OC)c(NC(=O)CSc2nnc(CNC(=O)c3cccs3)o2)c1	0.7%	0.8%	-0.7	-7.3%	-0.3%	2.1	-5.8%	-18.4%	-3.5%
CCOc1ccc(CC(=O)NC2CC(=O)N(c3ccc4c(c3)OCCO4)C2)cc1 (stereo not drawn)	8.3%	2.8%	-6.1	-5.7%	-0.9%	-4.5	2.1%[57.1 µM]	16.6%	-2.7%
O=S(=O)(Nc1ccc(Cl)cc1)c1cccc(S(=O)(=O)c2ccc(Cl)c(Cl)c2)c1	2.4%	-9.1%	2.0	-18.3%	4.8%	3.3	-6.1%	-28.8%	9.8%
O=C(CC1C(=O)NCCN1Cc1cccc(Oc2ccccc2)c1)NCc1cccnc1 (stereo not drawn)	3.3%	-14.6%	-2.3	-0.8%	-0.2%	-0.7	0.3%[57.1 µM]	-23.8%	-1.2%
CCOC(=O)C1CCN(C(=O)CCNS(=O)(=O)c2ccc3c(c2)CCN3C(=O)CC)CC1	6.3%	7.6%	-0.3	4.6%	1.1%	7.3	3.9%	-14.8%	2.4%
CCn1nccc1C(=O)Nc1nccs1	0.0%	-0.2%	1.0	0.3%	-0.7%	2.4	4.9%	-5.0%	-2.3%
CCC(C(=O)Nc1cc(-c2cn3cccnc3n2)ccc1C)c1ccccc1 (stereo not drawn)	-18.7%	-1.0%	-6.7	-19.9%	5.9%	-6.6	79.7%[activator][57.1 µM]	15.6%	-4.1%
CCCCn1c(N)c(N(CC(C)C)C(=O)CSC(C)C(=O)Nc2cc(C)on2)c(=O)[nH]c1=O (stereo not drawn)	-7.9%	-0.1%	-1.2	2.9%	1.1%	1.2	6.5%	-12.9%	-3.3%
O=c1c2ccccc2nnn1CCO	-5.7%	0.6%	0.7	17.8%	2.9%	2.6	-1.3%	-5.3%	-6.6%
CNCc1nc(-c2ccc[nH]2)c2cc(Cl)ccc2n1	·	5.3%	5.9	·	·	·	-4.6%[0.0914 µM]	·	-6.8%

Exported with bars between the fields: four of the compounds above
Structure | Vif-APOBEC3F blk | Vif-APOBEC3G blk | LDHA inh | mIDH1 inhibitor | RXFP1 agonist | PI4K2A block | TrxR1 substrate | USP1-UAF1 inh | Glioma ERSR ind
O=C(CSCc1ccccc1)N/N=C/c1cc2c(cc1Br)OCO2 | 3.8% | -3.7% | -1.6 | 0.4% | -1.6% | -6.3 | 11.6% | -9.7% | -2.7%
COc1ccc(CCNC(=O)CN(c2cc(C(F)(F)F)ccc2Cl)S(C)(=O)=O)cc1 | 2.9% | 0.4% | -8.4 | 8.1% | 3.3% | -4.0 | 11.1% | -21.1% | -1.8%
CCCC(CCC(=O)Nc1ccc(S(N)(=O)=O)cc1)C(=O)O (stereo not drawn) | 1.0% | 0.0% | -3.2 | 3.2% | -0.3% | 1.0 | 2.8% | -12.9% | -6.0%
COc1ccc(OC)c(NC(=O)CSc2nnc(CNC(=O)c3cccs3)o2)c1 | 0.7% | 0.8% | -0.7 | -7.3% | -0.3% | 2.1 | -5.8% | -18.4% | -3.5%

From PubChem
